Screening results (PubChem)
AddAB inh: less growth of phage-infected E. coli with AddAB; E. coli expressing H. pylori AddAB, absorbance growth; actives 0.29% (n = 330,000); inhibition, % at 11.9 µM; in the data active means inhibition above about 12%;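 further: 0% = vehicle wells of infected cells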
Tat export inh: inhibitors of E. coli Tat protein transport. E. coli MC4100 TorA-mCherry Tat export, fluorescence. inhibition, % at 10 µM. actives 0.036% (n = 340,000). AID 488895;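 active means mean replicate inhibition at least 50% and at least half of replicates individually reaching 50%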;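 further: exported cargo escapes ClpAP degradation while cytoplasmic cargo is degraded and loses fluorescence; 0% = median of neutral control wells and 100% = median of NaSCN control wells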
SR-BI DiI-HDL act: SR-BI HDL lipid transfer activation; activation, % at 12.5 µM; CHO ldlA[mSR-BI] cells, DiI-HDL uptake fluorescence, 3 h; 100 = double the neutral-control signal; AID 504775; actives 0.096% (n = 320,000);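 active means mean replicate activation of at least 60% and every replicate at or above 60%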;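 further: 0% = median plate neutral-control signal and 100% = twice that signal; values of inactives mirror those of a sister screen read the other way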
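Material: SR-BI-overexpressing, LDLR-lacking CHO cells | Dosing: Single compound concentration, delivered by pin transfer | Probe or stimulus: Labelled HDL, 10 µg/mL | Signal: Bottom-read cell fluorescence after medium removal, ex 550/em 595 nm | Schedule: 3 h, 37 °C | Evaluation: HDL uptake via cellular fluorescence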
CAL PDZ FP-1: CAL PDZ (human) peptide binding inhibition; Q9HD26; purified CAL PDZ, TMR-peptide fluorescence polarization, 1 h; inhibition, % at 24.9 µM; actives 0.92% (n = 300,000); AID 602252;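 active means mean inhibition of at least 30% with at least half of replicates also reaching 30%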;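 further: 0% = DMSO neutral control and 100% = excess unlabeled competitor peptide PRC23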
SR-BI DiI inh: inhibitors of mouse SR-BI mediated HDL lipid uptake. Q61009. inhibition, % at 12.5 µM. ldlA[mSR-BI] CHO cells, DiI-HDL uptake fluorescence, 3 h. actives 0.96% (n = 320,000);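 active means mean replicate inhibition of at least 70% and a set share of replicates each scoring 70 or more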;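 further: 0% = median of neutral control wells and 100% = median of positive control wells; values of inactives mirror those of a sister screen read the other way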
Target sequence (Q61009 whole entry, looked up): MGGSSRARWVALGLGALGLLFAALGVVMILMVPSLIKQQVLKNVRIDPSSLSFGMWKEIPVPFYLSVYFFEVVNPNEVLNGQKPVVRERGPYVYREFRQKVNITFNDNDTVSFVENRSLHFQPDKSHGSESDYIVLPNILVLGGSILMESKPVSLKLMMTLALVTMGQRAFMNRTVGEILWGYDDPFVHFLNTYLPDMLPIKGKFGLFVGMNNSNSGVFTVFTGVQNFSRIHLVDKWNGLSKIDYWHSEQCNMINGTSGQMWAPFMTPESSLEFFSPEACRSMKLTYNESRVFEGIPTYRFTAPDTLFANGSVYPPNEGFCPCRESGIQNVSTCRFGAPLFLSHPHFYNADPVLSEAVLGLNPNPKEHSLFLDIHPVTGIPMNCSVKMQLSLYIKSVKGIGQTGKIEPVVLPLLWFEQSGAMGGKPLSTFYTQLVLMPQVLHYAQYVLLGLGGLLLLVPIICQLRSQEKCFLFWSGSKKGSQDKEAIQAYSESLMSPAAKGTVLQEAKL
CAL PDZ FP-2: inhibitors of human CAL PDZ peptide binding. AID 504414. inhibition, % at 20 µM. actives 0.02% (n = 330,000). purified CAL PDZ, TMR-peptide fluorescence polarization, 1 h. Q9HD26;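 active means highest replicate inhibition of at least 40%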;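 further: plate controls were DMSO neutral control wells for no effect and unlabeled competitor peptide control wells for full effect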
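material = purified tagged CAL PDZ domain construct (CerCALP) | buffer or medium = sodium phosphate/NaCl buffer pH 7.4 with TCEP, IgG, Thesit | reagent = TMR-labelled reporter peptide T*-PRC34 bound in PDZ groove | incubation = 1 h room-temperature incubation prior to read | measured by = fluorescence polarization (mP) | evaluation = percent inhibition from loss of millipolarization | control set = unlabelled peptide and DMSO controls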
E coli growth: counter-screen for AddAB inhibitors: E. coli growth inhibition | E. coli V3065 growth, OD600 absorbance, 18 h | inhibition, % at 11.9 µM | actives 0.27% (n = 330,000) | AID 449728;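 active means inhibition above the campaign's mean inhibition across all tested compounds plus 3 SD, cut at about 9.9% in these data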;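 further: uninfected addAB+ strain grown without phage in ampicillin broth; 0% = DMSO wells and 100% = ciprofloxacin 0.95 µg/ml wells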
phage Ecoli inh: E. coli growth loss with phage present | inhibition, % at 11.9 µM | actives 0.26% (n = 360,000) | growth absorbance | AID 651602; in the data active means inhibition above about 11%
Wnt act: activates Wnt/beta-catenin signaling in a reporter cell assay; activator, plate reader; activation, % at 9.35 µM; actives 1.2% (n = 300,000); in the data active means activation above about 30%, passing the limit was not always enough;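 further: 0% = neutral control wells and 100% = positive control wells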
MITF TRPM1 HTS: MITF TRPM1 promoter activation in melanoma cells | activation, % at 12.5 µM | SK-MEL-5 TRPM1-promoter luciferase, 24 h; % of positive control, neutral wells = 0 | AID 588334 | actives 0.75% (n = 300,000);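 active means mean activation of at least 80% with every replicate also reaching 80%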;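 further: 0% = neutral control wells and 100% = parthenolide positive control wells; values of inactives mirror those of a sister screen read the other way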
* marks the source's active call; other numbers are inactive results; . = not tested or not shown.

SMILES	AddAB inh	Tat export inh	SR-BI DiI-HDL act	CAL PDZ FP-1	SR-BI DiI inh	CAL PDZ FP-2	E coli growth	phage Ecoli inh	Wnt act	MITF TRPM1 HTS
C[C@H](CO)N1C[C@H](C)[C@@H](CN(C)C(=O)Nc2ccccc2)Oc2ccc(NC(=O)C3CC3)cc2C1=O	3.6	-4	12	-2	-12	-1.0	-1.0	1.4	-4	5
CCc1ccccc1NC(=O)CN(C)C(=O)CSc1nn(-c2ccc(F)cc2)c(=S)s1	4.0	3	-12	2	12	-1.8	-0.5	4.8	-2	15
O=[N+]([O-])c1ccc(S(=O)(=O)N2CCSC2c2ccco2)cc1 (centres undefined)	3.3	6	-14	1	14	-0.9	3.4	1.1	0	3
CCCOc1ccc(CSc2nnc(CCC)n2N)cc1	3.6	4	.	2	.	-1.1	3.8	2.7	0	11
CC(=O)Nc1cc[n+](CC(=O)c2ccc(Cl)cc2)cc1	5.2	8	14	.	-14	0.6	-1.6	8.1	0	.
C=C(C)c1cccc(C(C)(C)NC(=O)Nc2ccc(C(N)=O)cc2)c1	2.7	-1	20	0	-20	-3.4	-0.1	2.4	-7	-3
C=CCNc1ncnc2c1cnn2-c1cccc(C)c1	-2.3	-1	-6	.	6	-1.3	-2.2	3.0	26	66
CCc1ccc(/C=N/n2c(C)cc(C)c(C#N)c2=O)cc1	1.6	6	34	-2	-34	-1.0	0.1	1.2	-2	-4
Cc1cccc(N2CC(C)Cn3c2nc2c3c(=O)[nH]c(=O)n2C)c1 (centres undefined)	3.7	2	-5	-3	5	-0.1	-1.5	-0.9	-3	-19
CC(=O)c1ccccc1NC(=O)c1ccc(N2CCCC2=O)cc1	0.3	3	-56	-1	56	-2.9	1.5	1.9	20	60
COc1ccc(OC)c(S(=O)(=O)Nc2ccc3c(c2)n(C)c(=O)n3C)c1	3.0	-10	2	2	-2	-0.3	0.6	6.2	0	12
COc1ccc2cc(CN(Cc3ccco3)C(c3nnnn3C3CCCCC3)C(C)C)c(=O)[nH]c2c1 (centres undefined)	0.8	5	-7	-3	7	-0.8	0.4	1.4	.	-3
O=C(N/N=C/c1cccn1-c1cccc(C(=O)O)c1)Nc1ccccc1	2.3	0	3	1	-3	0.0	2.9	2.4	4	2
CN(C)C(CNC(=O)CCNS(=O)(=O)c1ccccc1C(F)(F)F)c1ccccc1 (centres undefined)	1.2	-9	0	-1	0	0.1	3.9	3.0	0	4
CCCCCC1CCC(c2ccc(/C(N)=N/O)cc2)CC1 (centres undefined)	4.6	-5	-6	-5	6	-0.5	-1.8	0.9	-1	9
Cc1ncoc1C(=O)N1CCCC(C(=O)c2ccc(-c3ccccc3)cc2)C1 (centres undefined)	0.7	3	-14	-7	14	-2.1	0.4	5.3	-3	-5
COc1ccc(S(=O)(=O)N(CCc2ccccc2)CC(=O)O)cc1C	5.7	1	9	-1	-9	-0.3	0.7	.	.	-8
CSCCC(NC(=O)c1ccccc1)C(=O)NCCCSc1ccccc1 (centres undefined)	1.9	2	11	-6	-11	-1.6	-0.2	1.8	4	4
CC(C)(CNS(=O)(=O)c1ccc(Br)s1)N1CCOCC1	0.2	2	-13	.	13	-1.0	4.2	1.4	6	2
O=C(COc1ccc(/C=N/NC(=O)c2ccc(O)cc2)cc1)Nc1ccc([N+](=O)[O-])cc1	1.3	2	-25	-1	25	-0.1	-1.8	0.9	46*	8
COc1ccc(CCNC(=O)CN(CCc2ccccc2)S(C)(=O)=O)cc1OC	5.2	-8	35	-2	-35	-1.7	1.2	2.6	-10	-2
O=C(Cn1c(=O)sc2ccccc21)N1CCOCC1	2.0	-1	14	-1	-14	-1.1	2.9	1.1	.	5
CC(C)[C@H](NC(=O)c1ccco1)C(=O)OCC(=O)c1ccc2c(c1)NC(=O)CO2	2.3	3	20	-3	-20	-2.8	-3.3	4.2	-2	-50
Cc1ccc(C(=O)N/C(=C/c2cccs2)C(=O)NCCc2c[nH]c3ccccc23)cc1	4.0	-5	6	5	-6	-1.0	1.7	3.2	-2	6
COc1ccc(NC(=O)Cc2cccc(F)c2)cc1S(=O)(=O)Nc1ccccc1Cl	4.0	1	-45	-10	45	-2.2	2.1	1.3	2	8
Cc1ccn2cc(C34CC5CC(CC(C5)C3)C4)nc2c1	1.3	4	2	3	-2	-0.9	1.2	5.9	5	28
CCOC(=O)c1c(C)oc2c(CC(=O)c3ccccc3)c(Cl)c(O)c(O)c12	5.1	-1	-21	0	21	-1.7	-0.3	5.1	-9	15
CC1=C/C(=C/N(C)C)C(=O)O1	1.6	6	4	.	-4	0.2	1.2	0.1	1	5
O=C(Nc1cccc(S(=O)(=O)N2CCCC2)c1)c1cccc(OC(F)F)c1	1.6	-6	-43	.	43	-0.1	0.0	3.8	-3	0
Cc1ccc(S(=O)(=O)N(C)C)cc1NC(=O)C1CCC1	4.1	-5	31	-3	-31	-0.3	4.0	-1.3	1	-7
O=C(OCCN1CCCC1=O)c1cncc(Br)c1	1.8	-6	14	1	-14	0.3	-1.5	5.1	1	3
CCCC(=O)N1CCN(c2ccc(NC(=O)c3sc4ccccc4c3Cl)cc2)CC1	3.0	-7	-50	0	50	-1.2	0.5	2.0	.	-1
COC(=O)c1ccc2ccn(CC(=O)NC3CCCCC3)c2c1	1.9	-4	-4	1	4	-2.8	-4.3	2.5	0	-9
COc1ccc(-c2noc(CSc3nc(N)c(-c4ccccc4)c(=O)[nH]3)n2)cc1	-0.9	-6	25	1	-25	-3.9	-0.6	2.0	-1	-8
CC(O)CNc1nc2c(c(=O)n(Cc3ccc(Br)cc3)c(=O)n2C)n1C (centres undefined)	2.7	-5	15	-5	-15	2.0	-2.1	1.8	0	6
CCN1CCN(C(=O)c2cc3c(-c4ccc(Cl)cc4)nn(C)c3s2)CC1	2.0	2	-42	.	42	-3.2	-2.5	1.8	-4	-12
COc1ccc(Nc2c3c(nc4c(-c5ccccc5)c(C)nn24)CCC3)cc1	2.3	13	-18	-5	18	-0.3	0.7	-0.5	.	-6
CC(C)(C)NC(=O)C(=O)NN=C1CCCCCCC1	1.0	-2	17	.	-17	-0.7	1.5	4.1	0	-7
COc1ccc(C/C(N)=N/OC(C)=O)cc1OC	-0.2	-9	53	-1	-53	0.1	-0.7	3.1	-11	0
O=C(NCc1ccc2c(c1)OCO2)C(=O)NCC1CCCO1 (centres undefined)	2.3	-7	-1	-6	1	-0.2	1.0	3.6	0	4
COc1ccc(OCC(=O)Nc2cccc(-c3nc4ccccc4o3)c2)cc1	3.4	-6	-53	-1	53	-0.3	1.3	3.5	.	.
COc1ccc(NC(=O)CSc2nnc(-c3cccs3)n2N)c(OC)c1	2.3	6	-21	-1	21	-1.7	2.5	-0.5	-2	-2
O=C(CCC(=O)N1CCOc2ccccc21)NCCCN1CCN(Cc2ccccc2)CC1	0.8	3	-4	-4	4	0.5	-2.2	1.9	-1	.
COC(=O)c1cc(Br)c(=O)n(-c2ccccn2)c1	2.7	0	-5	7	5	-0.5	1.3	2.5	-1	2
CN1CCN(S(=O)(=O)c2cccc(C(=O)Oc3cccc(Br)c3)c2)CC1	-1.0	2	-13	.	13	-0.8	0.7	1.7	-1	8
CC(C)Cn1c(N)c(C(=O)COC(=O)c2cccn2C)c(=O)n(C)c1=O	0.5	-8	-10	.	10	0.3	-0.9	3.9	0	3
CN(Cc1cccc(F)c1)C(=O)c1cc(S(=O)(=O)N2CCOCC2)ccc1N1CCCC1	1.8	-6	16	1	-16	-0.2	0.9	2.2	-2	4
Cc1cccc(NC(=S)NC(=O)/C=C/c2ccco2)c1	1.4	-8	-3	0	3	-1.0	3.6	3.5	1	3
Cc1ccc(NC(=O)CCc2nnc3ccc(NCc4ccco4)nn23)cc1F	4.4	3	-2	-4	2	0.0	-2.4	1.1	-1	-5
CC(Oc1ccc(C(=O)NCCc2ccccc2)cc1)C(=O)O (centres undefined)	-0.3	5	21	-5	-21	.	-1.1	2.8	.	6
O=C1NN(c2cccc(Br)c2)C(=O)/C1=C\c1ccc(O)cc1	0.0	-2	26	10	-26	0.1	-1.7	-0.4	-1	-8

Single records, as listed above:
`COc1ccc(NC(=O)CSc2nnc(-c3cccs3)n2N)c(OC)c1` as listed: AddAB inh: 2.3; Tat export inh: 6; SR-BI DiI-HDL act: -21; CAL PDZ FP-1: -1; SR-BI DiI inh: 21; CAL PDZ FP-2: -1.7; E coli growth: 2.5; phage Ecoli inh: -0.5; Wnt act: -2; MITF TRPM1 HTS: -2
`COC(=O)c1cc(Br)c(=O)n(-c2ccccn2)c1` as listed: AddAB inh: 2.7; Tat export inh: 0; SR-BI DiI-HDL act: -5; CAL PDZ FP-1: 7; SR-BI DiI inh: 5; CAL PDZ FP-2: -0.5; E coli growth: 1.3; phage Ecoli inh: 2.5; Wnt act: -1; MITF TRPM1 HTS: 2

Structural class: the entries above with an aryl methoxy group
SMILES	AddAB inh	Tat export inh	SR-BI DiI-HDL act	CAL PDZ FP-1	SR-BI DiI inh	CAL PDZ FP-2	E coli growth	phage Ecoli inh	Wnt act	MITF TRPM1 HTS
COc1ccc(OC)c(S(=O)(=O)Nc2ccc3c(c2)n(C)c(=O)n3C)c1	3.0	-10	2	2	-2	-0.3	0.6	6.2	0	12
COc1ccc2cc(CN(Cc3ccco3)C(c3nnnn3C3CCCCC3)C(C)C)c(=O)[nH]c2c1 (centres undefined)	0.8	5	-7	-3	7	-0.8	0.4	1.4	.	-3
COc1ccc(S(=O)(=O)N(CCc2ccccc2)CC(=O)O)cc1C	5.7	1	9	-1	-9	-0.3	0.7	.	.	-8
COc1ccc(CCNC(=O)CN(CCc2ccccc2)S(C)(=O)=O)cc1OC	5.2	-8	35	-2	-35	-1.7	1.2	2.6	-10	-2
COc1ccc(NC(=O)Cc2cccc(F)c2)cc1S(=O)(=O)Nc1ccccc1Cl	4.0	1	-45	-10	45	-2.2	2.1	1.3	2	8
COc1ccc(-c2noc(CSc3nc(N)c(-c4ccccc4)c(=O)[nH]3)n2)cc1	-0.9	-6	25	1	-25	-3.9	-0.6	2.0	-1	-8
COc1ccc(Nc2c3c(nc4c(-c5ccccc5)c(C)nn24)CCC3)cc1	2.3	13	-18	-5	18	-0.3	0.7	-0.5	.	-6
COc1ccc(C/C(N)=N/OC(C)=O)cc1OC	-0.2	-9	53	-1	-53	0.1	-0.7	3.1	-11	0
COc1ccc(OCC(=O)Nc2cccc(-c3nc4ccccc4o3)c2)cc1	3.4	-6	-53	-1	53	-0.3	1.3	3.5	.	.
COc1ccc(NC(=O)CSc2nnc(-c3cccs3)n2N)c(OC)c1	2.3	6	-21	-1	21	-1.7	2.5	-0.5	-2	-2
